Screening results as filed in PubChem BioAssay.
OXTR potentiator = human OXTR potentiators, primary screen, fluorescence, CHO-OTR cells, Fluo-8 calcium; Oxytocin receptor (Homo sapiens), P30559; Fluo-8 calcium fluorescence, potentiator mode; 0% = oxytocin EC15, 100% = EC100; activation, % at 3 µM; 320,000 tested, 0.061% active; AID 2445, 2010;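 active means activation above that plate's cutoff, the mean activation of tested compounds plus 3 SD, cut at about 6.6% in these data, passing the limit was not always enough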;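 further: 100% uses oxytocin at 75 nM as the full agonist control; some results filed as inactive read as strong as hits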
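System: human OTR in CHO cells; Also added: sub-maximal oxytocin, roughly EC15; Timing: compound 6 min at room temperature before oxytocin, 100 s read; Technique: Fluo-8 intracellular calcium fluorescence, ex 470-495, em 515-575 nm; Controls: oxytocin EC15 low and EC100 high; Replication: singlicate.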
CHO parental Ca = ATP-evoked calcium signal inhibitors, parental CHO, primary screen, counter-screen for OX1R antagonist project, cell-based, fluorescence, Fluo-8 calcium dye | parental CHO-K1, ATP-induced calcium, Fluo-8 fluorescence | inhibition, % at 5.6 µM | 330,000 tested, 0.63% active;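 active means inhibition above that plate's mean sample inhibition plus 3 SD, cut at about 26% in these data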;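 further: 0% = ATP-challenged DMSO wells and 100% = DMSO wells without ATP; some compounds past the cut are filed as inactive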
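Test system: untransfected parental CHO cell line. Compound: one dose, 5.6 µM nominal. Detection: intracellular calcium via Fluo-8 no-wash fluorescent dye. Measure: % inhibition. Benchmarks: ATP-challenged DMSO wells low, unchallenged DMSO wells high.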
M4 ag = human M4 muscarinic receptor agonists, primary screen, CHO-K1 cells, Fluo-8 calcium fluorescence. AID 624127, 2012. CHO-K1 hM4/Gqi5; vehicle 0%, full acetylcholine response 100%. 360,000 tested, 0.14% active. Muscarinic acetylcholine receptor M4 (Homo sapiens), P08173. activation, % at 3 µM;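 active means activation above the run mean over all test wells plus 3 SD, cut at about 32% in these data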;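 further: peak over basal fluorescence ratio per well then scaled between controls; 0% = DMSO wells and 100% = acetylcholine at EC100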
Target sequence (P08173 whole entry, looked up): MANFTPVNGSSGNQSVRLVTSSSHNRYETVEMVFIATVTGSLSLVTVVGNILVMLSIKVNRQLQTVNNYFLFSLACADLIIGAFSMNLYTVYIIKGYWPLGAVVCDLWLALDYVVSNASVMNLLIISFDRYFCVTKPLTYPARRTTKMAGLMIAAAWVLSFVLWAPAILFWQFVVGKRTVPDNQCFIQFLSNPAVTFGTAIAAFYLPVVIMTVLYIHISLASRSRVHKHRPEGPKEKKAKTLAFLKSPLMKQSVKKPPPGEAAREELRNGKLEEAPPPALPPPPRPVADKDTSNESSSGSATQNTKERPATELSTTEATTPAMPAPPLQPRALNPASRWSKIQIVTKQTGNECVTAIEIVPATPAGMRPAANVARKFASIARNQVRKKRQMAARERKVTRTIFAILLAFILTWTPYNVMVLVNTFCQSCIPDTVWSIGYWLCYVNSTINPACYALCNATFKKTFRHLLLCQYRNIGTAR
CHRM4 antagonist = human M4 muscarinic receptor antagonists, primary screen, CHO cells, Fluo-8 calcium fluorescence; inhibition, % at 3 µM; AID 624125, 2012; Muscarinic acetylcholine receptor M4 (Homo sapiens), P08173; 360,000 tested, 0.73% active; CHO-hM4 cells, ACh EC80;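 active means inhibition above its plate's cutoff, the mean inhibition of sample wells plus 3 SD, cut at about 27% in these data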;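 further: 0% = acetylcholine EC80 with DMSO and 100% = DMSO without agonist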
M1 ag parental = counter-screen for M1 agonists: effect in parental CHO-K1 cells; Fluo-8 calcium fluorescence; scaled to maximal ATP response, vehicle zero; activation, % at 3 µM; 360,000 tested, 0.48% active; AID 602248, 2012; in the data active means activation above about 15%;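 further: untransfected CHO-K1 host cells lacking M1 receptor as counterscreen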
CHO-K1 Ca antag = M1 antagonist counterscreen hit in parental CHO-K1 cells. AID 602250. ATP-induced calcium, Fluo-8 fluorescence. 360,000 tested, 0.6% active. inhibition, % at 3 µM;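 active means inhibition above a per-plate cutoff, the plate's mean sample inhibition plus 3 SD, cut at about 24% in these data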;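 further: 0% = DMSO plus EC80 ATP and 100% = DMSO alone without ATP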
M1 antag = human M1 muscarinic receptor antagonists, primary screen, CHO-K1 cells, Fluo-8 calcium fluorescence, 1536-well; CHO-K1 hM1, ACh EC80 antagonist; inhibition, % at 3 µM; 360,000 tested, 1.3% active;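 active means percent inhibition above its own plate's cutoff, namely the mean of that plate's compound wells plus 3 SD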;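 further: peak over basal fluorescence ratio during 140 s after agonist addition; 0% = ACh EC80 plus DMSO and 100% = DMSO alone without agonist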
Target sequence (P11229 whole entry, looked up): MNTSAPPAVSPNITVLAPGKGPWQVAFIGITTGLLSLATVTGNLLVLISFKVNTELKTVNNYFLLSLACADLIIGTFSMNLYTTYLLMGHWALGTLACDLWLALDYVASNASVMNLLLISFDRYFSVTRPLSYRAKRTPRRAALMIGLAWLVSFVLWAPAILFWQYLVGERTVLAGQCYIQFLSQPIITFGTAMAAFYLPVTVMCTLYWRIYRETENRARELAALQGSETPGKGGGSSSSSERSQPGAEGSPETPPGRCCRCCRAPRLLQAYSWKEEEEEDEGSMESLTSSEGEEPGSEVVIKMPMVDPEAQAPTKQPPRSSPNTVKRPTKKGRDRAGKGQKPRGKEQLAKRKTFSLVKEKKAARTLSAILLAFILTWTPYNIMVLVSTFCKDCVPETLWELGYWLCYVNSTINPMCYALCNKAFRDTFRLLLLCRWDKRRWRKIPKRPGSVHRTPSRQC
CHRM1 agonist = human M1 muscarinic receptor agonists, primary screen, Fluo-8 calcium fluorescence, CHO-K1 cells, HTS. Muscarinic acetylcholine receptor M1 (Homo sapiens), P11229. CHO-K1 hM1, agonist mode; 0% DMSO, 100% acetylcholine EC100. activation, % at 3 µM. 360,000 tested, 0.33% active. AID 588814, 2011;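 active means activation above the run's mean compound activation plus 3 SD, cut at about 16% in these data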;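 further: peak over basal fluorescence ratio within a 140 s kinetic read after compound addition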
M1 PAM = human M1 muscarinic receptor positive allosteric modulators, primary screen, CHO-K1 cells, Fluo-8 calcium fluorescence, 1536-well; Muscarinic acetylcholine receptor M1 (Homo sapiens), P11229; AID 588819, 2011; 360,000 tested, 0.088% active; activation, % at 3 µM; CHO-K1 hM1, ACh EC20; 0% = ACh EC20, 100% = maximal ACh; in the data active means activation above about 19%, passing the limit was not always enough
* marks the source's active call; other numbers are inactive results.

Screening CC(=O)Nc1ccccc1C(=O)N1CCc2ccccc21 returned OXTR potentiator -9.7, CHO parental Ca -7.4, M4 ag 0.3, CHRM4 antagonist 0.3, M1 ag parental -0.1, CHO-K1 Ca antag -8.1, M1 antag -20.3, CHRM1 agonist -2.3 and M1 PAM 10.0.
O=C1[C@H]2[C@@H](c3ccc(Cl)cc3)N3C(=O)N(c4cccc(Br)c4)C(=O)[C@@]3(Cc3ccc(Cl)cc3)[C@H]2C(=O)N1C1CCCCC1 was read as OXTR potentiator -3.5, CHO parental Ca -14.3, M4 ag 2.4, CHRM4 antagonist 2.8, M1 ag parental 0.7, CHO-K1 Ca antag -18.9, M1 antag -1.2, CHRM1 agonist -7.5 and M1 PAM -0.3.
For CC(=O)OCC(OC(C)=O)C(OC(C)=O)C(OC(C)=O)C(=O)Nc1ccccc1C (stereo not given) the results were OXTR potentiator 2.1, CHO parental Ca -3.7, M4 ag 0.2, CHRM4 antagonist 4.9, M1 ag parental 0.1, CHO-K1 Ca antag 10.5, M1 antag 5.7, CHRM1 agonist 0.4 and M1 PAM 8.7.
For CCCOc1ccc(-c2nc(C#N)c(N3CCc4ccccc4C3)o2)cc1 the results were OXTR potentiator -2.1, CHO parental Ca 2.3, M4 ag 0.7, CHRM4 antagonist -4.6, M1 ag parental -0.1, CHO-K1 Ca antag -17.3, M1 antag -12.7, CHRM1 agonist -1.6 and M1 PAM 7.5.
For Cn1nc(C(C)(C)C)cc1NC(=O)C1(C)CCN1C(=O)CCc1ccccc1 (stereo not given) the results were M4 ag 1.4, CHRM4 antagonist -5.5, M1 ag parental 0.5, CHO-K1 Ca antag -5.7, M1 antag -0.9, CHRM1 agonist 2.0 and M1 PAM 9.8.
For O=C(CSc1cccc[n+]1[O-])Nc1ccc2c(c1)OCO2 the results were OXTR potentiator -4.8, CHO parental Ca 9.1, M4 ag 1.8, CHRM4 antagonist -7.9, M1 ag parental 0.4, CHO-K1 Ca antag -13.5, M1 antag -17.6, CHRM1 agonist -0.6 and M1 PAM 15.6.
For CCCc1cc(C(=O)Cc2nc3ccccc3s2)c(O)cc1O the results were OXTR potentiator -2.0, CHO parental Ca -7.0, M4 ag 0.6, CHRM4 antagonist 11.2, M1 ag parental 0.1, CHO-K1 Ca antag -2.2, M1 antag -3.7, CHRM1 agonist 0.3 and M1 PAM 4.8.
Screening O=C(Nc1ccccc1)c1cc(C2CCCCN2S(=O)(=O)c2ccccc2)on1 (stereo not given) returned M4 ag 1.4, CHRM4 antagonist 0.9, M1 ag parental -0.4, CHO-K1 Ca antag 2.0, M1 antag -0.7, CHRM1 agonist -6.3 and M1 PAM -1.6.
`O=C(Cn1cnc2c(OCc3ccccc3)ncnc21)NCc1ccccc1` gave OXTR potentiator 0.3, CHO parental Ca 4.0, M4 ag 1.0, CHRM4 antagonist -6.2, M1 ag parental 0.7, CHO-K1 Ca antag -17.3, M1 antag -11.9, CHRM1 agonist -2.8 and M1 PAM 11.5.
For COc1cc(NC(=O)CN(C)Cc2ccc(OC(F)F)cc2)c(C)cc1[N+](=O)[O-] the results were OXTR potentiator -10.3, CHO parental Ca -28.6, M4 ag 6.2, CHRM4 antagonist -1.3, M1 ag parental 4.5, CHO-K1 Ca antag -7.0, M1 antag -0.9, CHRM1 agonist -6.7 and M1 PAM -5.2.
`COc1ccc(C)cc1NC(=O)c1ccc(OC(F)F)cc1` gave OXTR potentiator -4.5, CHO parental Ca -19.9, M4 ag -0.2, CHRM4 antagonist -3.7, M1 ag parental 0.5, CHO-K1 Ca antag -4.7, M1 antag -8.0, CHRM1 agonist -7.8 and M1 PAM 8.5.
`CCc1ccccc1Nc1nc2ccccc2n1C` gave OXTR potentiator 1.6, CHO parental Ca -16.0, M4 ag 0.7, CHRM4 antagonist -2.3, M1 ag parental -0.4, CHO-K1 Ca antag -12.0, M1 antag 1.7, CHRM1 agonist -14.7 and M1 PAM -10.5.
`O=C(Nc1nc2ccccc2s1)c1ccc2c(c1)OCO2` gave OXTR potentiator -3.1, CHO parental Ca -19.7, M4 ag 3.7, CHRM4 antagonist -3.9, M1 ag parental 1.0, CHO-K1 Ca antag 0.8, M1 antag -8.3, CHRM1 agonist -5.7 and M1 PAM 8.3.
`COc1ccc(-c2cccc(-c3cc(=O)oc4cc(OC)c(OC)c(OC)c34)c2)cc1` gave CHO parental Ca -16.5, M4 ag -0.9, CHRM4 antagonist -7.3, M1 ag parental 0.4, CHO-K1 Ca antag -9.6, M1 antag 3.1, CHRM1 agonist -4.4 and M1 PAM -1.0.
Screening COc1cc(NC(=O)C2CCCO2)c(OC)cc1Cl (stereo not given) returned OXTR potentiator 6.0, CHO parental Ca -7.4, M4 ag 0.1, CHRM4 antagonist -10.7, M1 ag parental -0.4, CHO-K1 Ca antag -2.8, M1 antag -15.1, CHRM1 agonist -4.0 and M1 PAM 3.3.
For COc1ccc(-c2nnc(NC(=O)c3ccccc3[N+](=O)[O-])s2)c(OC)c1 the results were OXTR potentiator -2.2, CHO parental Ca -6.3, M4 ag 0.8, CHRM4 antagonist 0.7, M1 ag parental 0.3, CHO-K1 Ca antag 8.2, M1 antag 6.4, CHRM1 agonist -3.3 and M1 PAM -1.2.
`CCN1C(=O)C(O)(CC(=O)c2ccc(-n3cccc3)cc2)c2ccccc21` (stereo not given) gave OXTR potentiator -1.8, CHO parental Ca -5.0, M4 ag 2.8, CHRM4 antagonist 9.8, M1 ag parental 1.2, CHO-K1 Ca antag -3.1, M1 antag -9.0, CHRM1 agonist -4.5 and M1 PAM 10.3.
`CCn1nc(C)cc1C(=O)N1CCCC(N2CCN(c3ccccc3OC)CC2)C1` (stereo not given) gave OXTR potentiator -3.4, CHO parental Ca -16.5, M4 ag 0.8, CHRM4 antagonist -1.6, M1 ag parental 0.6, CHO-K1 Ca antag -3.5, M1 antag -13.6, CHRM1 agonist -4.0 and M1 PAM 8.1.
For Nc1nonc1-n1nnc(C(=O)N/N=C/c2ccccc2)c1CSc1ccccc1 the results were OXTR potentiator -5.7, CHO parental Ca -1.0, M4 ag 1.1, CHRM4 antagonist 5.9, M1 ag parental 1.3, CHO-K1 Ca antag -5.0, M1 antag 11.8, CHRM1 agonist 0.9 and M1 PAM 1.0.
For CC(C)(C)C(=O)COC(=O)CCc1nc2ccccc2[nH]c1=O the results were OXTR potentiator -4.4, CHO parental Ca -2.5, M4 ag 2.5, CHRM4 antagonist 0.2, M1 ag parental 0.2, CHO-K1 Ca antag 9.3, M1 antag 2.1, CHRM1 agonist -1.6 and M1 PAM 5.7.
`C/C(Cc1ccccc1)=N\NC(=O)CNC(=O)c1ccc(F)cc1` gave OXTR potentiator -1.4, CHO parental Ca -10.5, M4 ag -1.5, CHRM4 antagonist -7.5, M1 ag parental -0.1, CHO-K1 Ca antag 13.2, M1 antag -2.5, CHRM1 agonist -3.4 and M1 PAM 1.2.
Screening CCCNC(=O)C1(C)CCCN(Cc2cccc(C#N)c2)C1 (stereo not given) returned M4 ag 0.3, CHRM4 antagonist -11.1, M1 ag parental 0.3, CHO-K1 Ca antag 2.6, M1 antag -5.8, CHRM1 agonist -3.9 and M1 PAM 13.8.
`COc1ccc(NC(=O)C2CCCN(S(=O)(=O)c3ccc(-n4cnnn4)cc3)C2)cc1` (stereo not given) gave OXTR potentiator -7.2, CHO parental Ca -1.0, M4 ag 0.3, CHRM4 antagonist -11.2, M1 ag parental -0.2, CHO-K1 Ca antag -3.8, M1 antag -0.2, CHRM1 agonist -2.4 and M1 PAM 0.6.
`N#CC1=C(N)N(c2ncn[nH]2)C2=C(C(=O)CCC2)C1c1ccccc1` (stereo not given) gave OXTR potentiator -4.8, CHO parental Ca 5.0, M4 ag -0.1, CHRM4 antagonist 0.8, M1 ag parental 0.0, CHO-K1 Ca antag 2.3, M1 antag -2.1, CHRM1 agonist -4.2 and M1 PAM 1.1.
`Cc1ccc(C(=O)C2=C(O)C(=O)N(c3ncccn3)C2c2ccc(Cl)cc2)o1` (stereo not given) gave OXTR potentiator -11.2, CHO parental Ca -9.3, M4 ag 1.6, CHRM4 antagonist -5.6, M1 ag parental 0.2, CHO-K1 Ca antag -9.3, M1 antag 0.9, CHRM1 agonist -3.9 and M1 PAM 0.6.
Screening O=C(OCC(=O)N1CCN(C(=O)c2ccco2)CC1)c1cncc(Br)c1 returned OXTR potentiator 2.6, CHO parental Ca -11.0, M4 ag 2.3, CHRM4 antagonist -0.2, M1 ag parental 2.5, CHO-K1 Ca antag -2.5, M1 antag 14.3, CHRM1 agonist -1.5 and M1 PAM -6.3.
Cc1ccc(-c2nc(N)sc2C)cc1 was read as OXTR potentiator 1.3, CHO parental Ca -4.0, M4 ag -0.8, CHRM4 antagonist -1.2, M1 ag parental -0.5, CHO-K1 Ca antag -18.2, M1 antag -5.6, CHRM1 agonist -4.7 and M1 PAM 3.8.
Cc1ccc(S(=O)(=O)NCc2c(-c3ccccc3)c3cc(Cl)ccc3[nH]c2=O)cc1 was read as OXTR potentiator -1.6, CHO parental Ca -18.3, M4 ag -0.4, CHRM4 antagonist 8.6, M1 ag parental 0.2, CHO-K1 Ca antag -7.5, M1 antag 10.2, CHRM1 agonist -1.3 and M1 PAM -4.5.
CC(C)NC(=O)c1ccccc1NC(=O)c1ccccc1N(C)S(C)(=O)=O was read as OXTR potentiator -2.0, CHO parental Ca -6.5, M4 ag 0.5, CHRM4 antagonist 3.3, M1 ag parental 0.5, CHO-K1 Ca antag -25.2, M1 antag -10.7, CHRM1 agonist -2.5 and M1 PAM 13.3.
CCCNC(=O)NC(=O)CN1C(=O)NC(C)(c2ccc(C)cc2)C1=O (stereo not given) was read as OXTR potentiator 1.9, CHO parental Ca -6.7, M4 ag -1.1, CHRM4 antagonist 3.0, M1 ag parental 0.9, CHO-K1 Ca antag -7.3, M1 antag -1.3, CHRM1 agonist -7.0 and M1 PAM 8.5.
Screening CCc1nc2ccc(C(=O)N3CCN(C(=O)c4ccco4)CC3)cn2c1N(C)C(=O)COc1ccccc1 returned M4 ag 0.6, CHRM4 antagonist -9.4, M1 ag parental 0.0, CHO-K1 Ca antag -5.3, M1 antag -12.0, CHRM1 agonist -4.6 and M1 PAM 4.9.
`CCCNC(=O)CSc1nccn1Cc1ccc(OC)cc1` gave OXTR potentiator -5.1, CHO parental Ca -14.3, M4 ag 0.9, CHRM4 antagonist -4.0, M1 ag parental 0.1, CHO-K1 Ca antag -9.6, M1 antag -0.4, CHRM1 agonist -2.5 and M1 PAM 9.8.
